TWEAK-Fn14 inh: TWEAK-Fn14 signaling inhibition; TWEAK-stimulated Fn14 reporter cells, luciferase luminescence, 8 h; 360,000 compounds, 2% hits; AID 1159606; inhibition, % at 10 µM; in the data active = inhibition above about 50%
NR5A2 inv ag: inverse agonists of human LRH-1 (NR5A2); inhibition, % at 3.6 µM; HEK293T StAR-luciferase reporter, LRH-1 transfected, 24 h; 360,000 compounds, 0.13% hits; O00482;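 active = inhibition above the mean inhibition of all tested compounds plus 3 SD, cut at about 73% in these data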;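 also: 0% = DMSO wells and 100% = reporter-only cells lacking LRH-1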
NR2F2 inh: blocks human COUP-TFII nuclear receptor | P24468 | HEK293T NGFI-A luciferase reporter, luminescence | inhibition, % at 8.6 µM | 370,000 compounds, 0.7% hits | AID 686940;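 active = inhibition above a per-plate cutoff, mean inhibition of test wells between control levels plus 3 SD, cut at about 38% in these data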;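 also: cells cotransfected with COUP-TFII expression vector driving the NGFI-A reporter; 0% = median of COUP-TF2 test wells and 100% = reporter-only cells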
NCOA3 inh: inhibits human SRC3 coactivator | AID 588352 | 360,000 compounds, 0.17% hits | HEK293 GAL4-SRC3 luciferase reporter, luminescence | Q9Y6Q9 | inhibition, % at 3.6 µM;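 active = inhibition above a per-campaign cutoff, the mean of all compounds plus 3 SD, cut at about 60% in these data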;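 also: 0% = DMSO-treated cells and 100% = gossypol-treated cells at 36 µM; higher means less SRC3-driven luciferase light from the GAL4 reporter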
TROY NFkB inh: blocks TROY-dependent signaling in reporter cells; Q293 LMP1-TROYcd NF-kB luciferase reporter, 4 h; inhibition, % at 10 µM; 360,000 compounds, 0.98% hits; AID 1347056;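 active = compounds whose plate-normalised and pattern-corrected inhibition of the luciferase reporter signal at the single screening dose is 50% or more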
NOD2-RIPK2 inh: blocks binding of human NOD2 to RIPK2; O43353; CHO BLA complementation NOD2-RIPK2, CCF4 ratio; inhibition, % at 4.98 µM; 360,000 compounds, 0.38% hits; in the data active = inhibition above about 21%;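 also: 0% = vehicle only and 100% = reference blocker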
EBV LMP1 NFkB: inhibitors of Epstein-Barr LMP1-induced NF-kappaB reporter | 350,000 compounds, 0.69% hits | inhibition, % at 12.5 µM | LMP1-induced NF-kappaB luciferase reporter cells, luminescence; in the data active = inhibition above about 41%;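 also: 0% = neutral control wells and 100% = reference inhibitor control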
TLR9-MyD88 inh: blocks human TLR9 binding to MyD88; CHO BLA complementation TLR9-MyD88, CCF4 FRET ratio; 340,000 compounds, 0.21% hits; inhibition, % at 4.98 µM; AID 504734; Q9NR96+Q99836;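 active = inhibition above the mean over all tested compounds plus 3 SD, cut at about 21% in these data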;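 also: 0% = DMSO only wells and 100% = clavulanate BLA inhibitor control wells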
TRAIL sens C8: caspase-8 TRAIL sensitization. NB7+C8 cells + TRAIL, ATPlite viability luminescence. inhibition (viability loss, TRAIL sensitization), % at 10 µM. 360,000 compounds, 1% hits;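 active = compounds causing at least 50% loss of cell viability in the single-dose screen, relative to plate controls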
NCOA1 inh: inhibits human SRC1 coactivator; Q15788; HEK293 GAL4-SRC1 luciferase reporter, luminescence; inhibition, % at 3.6 µM; 360,000 compounds, 0.12% hits;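 active = inhibition above the campaign mean plus 3 SD, with each screening campaign given its own cutoff, cut at about 60% in these data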;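 also: 0% = DMSO treated cells and 100% = gossypol at 36 µM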
NCOA2 inhibitor: human SRC2 (NCOA2) inhibition. Q15596. HEK293 GAL4-SRC2 luciferase reporter, luminescence. inhibition, % at 9 µM. 370,000 compounds, 0.17% hits. AID 651957;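 active = inhibition above the mean inhibition of all tested compounds plus 3 SD, set per campaign, cut at about 52% in these data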;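 also: 0% = DMSO treated cells and 100% = cells given Gossypol at 36 µM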
Starred values were filed as active, the others as inactive; · = not tested or not shown. A portion of the library; rates above refer to the full screens.

SMILES	TWEAK-Fn14 inh	NR5A2 inv ag	NR2F2 inh	NCOA3 inh	TROY NFkB inh	NOD2-RIPK2 inh	EBV LMP1 NFkB	TLR9-MyD88 inh	TRAIL sens C8	NCOA1 inh	NCOA2 inhibitor
COC(=O)Cc1n[nH]c(=S)[nH]c1=O	3	-1	11	3	10	-3	-20	-1	-8	8	13
O=C(CCn1nnc2ccccc21)Nc1nnc(-c2ccccc2F)s1	-22	-4	12	2	-43	3	4	4	-3	-23	-5
COc1cccc(CNC(=O)c2nnn(CC(=O)Nc3ccc(C)c(C)c3)c2N)c1	-7	0	9	4	-16	4	6	1	4	-16	2
Cc1nnc(SCc2ccccc2)nc1/C=C/NOCc1ccc(Cl)cc1Cl	1	2	6	-9	-63	4	15	-1	-8	-20	-11
COc1ccccc1Nc1nc(NCC(C)C)nc(N)c1[N+](=O)[O-]	9	1	8	3	39	-1	-17	3	3	4	3
CC(C)(C)c1ccc(C(=O)N/N=C/c2ccc(OCCCF)cc2)cc1	-8	6	8	-9	9	0	-18	9	-6	17	16
C=CCSc1nnc(NC(=O)CN2C(=O)NC3(CCCC3)C2=O)s1	0	0	-13	1	-9	-15	-3	5	-25	-46	18
CCOC(=O)CN1NC2(CCCCCC2)NC1=S	-6	10	-25	6	-13	-1	0	-6	-19	3	19
Cc1onc(-c2c(Cl)cccc2Cl)c1-c1nnc(-c2ccc(Cl)cc2)o1	20	15	19	10	25	-8	-2	0	14	11	-2
Cc1cc(CN(C)C(=O)c2cc(COc3ccc(F)cc3Cl)on2)n[nH]1	-27	-49	-17	-35	-5	-4	-4	6	4	-122	-1
CCC(Sc1nc(C)cc(C)n1)C(=O)Nc1cc(C)on1 (stereo unspecified)	-5	-1	1	-7	-10	10	-9	0	4	-29	-11
COC(=O)CCCCC1SCC(NC(=O)OC)C1NC(=O)OC (stereo unspecified)	19	18	-17	10	·	-1	7	-1	-6	12	-3
CN(c1ccccc1)S(=O)(=O)c1ccc(C(=O)OCC(=O)NCc2ccco2)cc1	4	3	5	6	5	3	8	-1	1	-18	0
CC(C)(C)OC(=O)N1CCC(CNC(=O)Nc2ccccc2)CC1	0	0	-5	-6	-2	-2	-19	-3	1	5	-82
COc1cc(NC(=S)N2CCN(S(=O)(=O)c3ccc(C)cc3)CC2)cc(OC)c1	-8	6	7	9	-19	5	-9	-3	2	12	-23
CCSc1ccc2cc(OC)ccc2[n+]1CC	-21	-2	4	12	18	8	-6	-8	4	-6	-12
Cc1cc(-c2n[nH]c(=S)n2/N=C/c2cc([N+](=O)[O-])ccc2Cl)n[nH]1	3	-9	8	3	6	-9	-2	0	2	-12	-17
CCCn1nnnc1NCc1cccn1C	9	12	-24	-1	-9	-2	-1	0	-3	1	-3
CCC(NC(=O)C1C2C=CC(C2)C1C(=O)O)c1ccc(C)cc1 (stereo unspecified)	-13	3	7	4	-3	8	2	1	-1	8	4
CCS(=O)(=O)n1c(Cc2cccs2)nc2ccccc21	3	20	2	-7	-50	11	7	-11	-2	-4	-13
CCOC(=O)C1(CCOc2ccccc2)CCN(Cc2ccc(C#CCCO)cc2)CC1	24	5	27	5	13	2	1	-1	6	6	2
Cc1ccc(Cl)cc1-c1cc(C(=O)N2CCN(c3ccncc3)CC2)[nH]n1	-8	-1	5	-12	5	7	·	·	4	7	-10
CC(C)C(NC(=O)c1c(F)cccc1F)C(=O)NCc1ccncc1 (stereo unspecified)	-11	-6	-12	4	16	-8	4	-2	18	-10	10
COc1ccc(CCNC(=O)[C@H](CCSC)NC(=O)N2CCn3c2nc2ccccc23)cc1OC	35	5	-7	-2	8	-13	1	-4	-21	25	-8
CCCOc1ccc(C2C(=O)N(C3CCCCC3)CC(=O)N2C2CC2)cc1OC (stereo unspecified)	-11	-2	10	15	-2	-5	2	8	-3	7	-15

No new results follow: entries from further up.
SMILES	TWEAK-Fn14 inh	NR5A2 inv ag	NR2F2 inh	NCOA3 inh	TROY NFkB inh	NOD2-RIPK2 inh	EBV LMP1 NFkB	TLR9-MyD88 inh	TRAIL sens C8	NCOA1 inh	NCOA2 inhibitor
Cc1cc(CN(C)C(=O)c2cc(COc3ccc(F)cc3Cl)on2)n[nH]1	-27	-49	-17	-35	-5	-4	-4	6	4	-122	-1
CCC(Sc1nc(C)cc(C)n1)C(=O)Nc1cc(C)on1 (stereo unspecified)	-5	-1	1	-7	-10	10	-9	0	4	-29	-11
COC(=O)CCCCC1SCC(NC(=O)OC)C1NC(=O)OC (stereo unspecified)	19	18	-17	10	·	-1	7	-1	-6	12	-3
CN(c1ccccc1)S(=O)(=O)c1ccc(C(=O)OCC(=O)NCc2ccco2)cc1	4	3	5	6	5	3	8	-1	1	-18	0
CC(C)(C)OC(=O)N1CCC(CNC(=O)Nc2ccccc2)CC1	0	0	-5	-6	-2	-2	-19	-3	1	5	-82
COc1cc(NC(=S)N2CCN(S(=O)(=O)c3ccc(C)cc3)CC2)cc(OC)c1	-8	6	7	9	-19	5	-9	-3	2	12	-23
CCSc1ccc2cc(OC)ccc2[n+]1CC	-21	-2	4	12	18	8	-6	-8	4	-6	-12
Cc1cc(-c2n[nH]c(=S)n2/N=C/c2cc([N+](=O)[O-])ccc2Cl)n[nH]1	3	-9	8	3	6	-9	-2	0	2	-12	-17
CCCn1nnnc1NCc1cccn1C	9	12	-24	-1	-9	-2	-1	0	-3	1	-3
CCC(NC(=O)C1C2C=CC(C2)C1C(=O)O)c1ccc(C)cc1 (stereo unspecified)	-13	3	7	4	-3	8	2	1	-1	8	4
CCS(=O)(=O)n1c(Cc2cccs2)nc2ccccc21	3	20	2	-7	-50	11	7	-11	-2	-4	-13
CCOC(=O)C1(CCOc2ccccc2)CCN(Cc2ccc(C#CCCO)cc2)CC1	24	5	27	5	13	2	1	-1	6	6	2
Cc1ccc(Cl)cc1-c1cc(C(=O)N2CCN(c3ccncc3)CC2)[nH]n1	-8	-1	5	-12	5	7	·	·	4	7	-10
CC(C)C(NC(=O)c1c(F)cccc1F)C(=O)NCc1ccncc1 (stereo unspecified)	-11	-6	-12	4	16	-8	4	-2	18	-10	10
COc1ccc(CCNC(=O)[C@H](CCSC)NC(=O)N2CCn3c2nc2ccccc23)cc1OC	35	5	-7	-2	8	-13	1	-4	-21	25	-8
CCCOc1ccc(C2C(=O)N(C3CCCCC3)CC(=O)N2C2CC2)cc1OC (stereo unspecified)	-11	-2	10	15	-2	-5	2	8	-3	7	-15

Taken from above.
For TROY NFkB inh, `Cc1cc(-c2n[nH]c(=S)n2/N=C/c2cc([N+](=O)[O-])ccc2Cl)n[nH]1` reads 6
For NOD2-RIPK2 inh, `CCSc1ccc2cc(OC)ccc2[n+]1CC` reads 8

Next part
SMILES	TWEAK-Fn14 inh	NR5A2 inv ag	NR2F2 inh	NCOA3 inh	TROY NFkB inh	NOD2-RIPK2 inh	EBV LMP1 NFkB	TLR9-MyD88 inh	TRAIL sens C8	NCOA1 inh	NCOA2 inhibitor
Oc1ccccc1CNc1ncc(Br)cc1Br	-9	-6	3	-50	-21	0	5	-3	-6	-31	3
CCOC(=O)C1=Nc2ccccc2C1=[N+]=[N-]	47	43	17	35	-26	-6	35	-3	4	21	17
COc1ccc([N+](=O)[O-])cc1NC(=O)C(C)OC(=O)Cc1ccc(OC)c(OC)c1 (stereo unspecified)	-3	-6	-7	22	7	-2	-1	-3	5	-2	7
CSc1ccccc1C(=O)Nc1cccc([N+](=O)[O-])c1	-24	11	3	9	-11	4	-8	4	-16	-6	-5
CC(C)(C)c1nc(NCCO)c2nnn(Cc3ccccc3)c2n1	-5	-2	-14	-6	5	2	-3	3	10	0	2
O=C(O)CNC(=S)N(Cc1ccccc1F)C1CCCCC1	-6	-9	-18	3	-8	1	-2	5	-1	-16	-24
CCC1CCCCN1C(=O)CSc1nc(N)cc(=O)[nH]1 (stereo unspecified)	8	14	9	-13	3	3	-5	-2	9	26	9
COc1ccccc1Oc1ccc2c(c1)C(=O)N(c1ccc(C)cc1)C2=O	3	-5	9	19	-29	1	4	-6	-8	-4	-45
CN(CC(=O)Nc1ccccc1Cl)C(=O)COC(=O)c1cnccn1	3	-10	2	3	-23	5	1	0	8	11	-24
N=C1C(c2ccccc2)=C(O)CN1c1cccc2ccccc12	-4	-16	16	5	6	-14	1	-5	-2	-10	13
CCN(CC)S(=O)(=O)c1ccc(N2CCOCC2)c(NC(=O)CCOc2ccccc2)c1	1	6	13	7	11	-9	-4	-3	-1	-1	10
CC(=O)c1c(C(C)=O)c(C)n(Cc2ccc(Cl)cc2)c1C	8	22	43*	17	15	5	17	-6	15	9	11
Cc1nn(-c2ccccc2)nc1CNC(=O)C1CCC1	-4	-5	8	3	-16	0	-12	-19	-2	-11	-5
COC(=O)c1cc(C(=O)NCC2CCCCC2)cc([N+](=O)[O-])c1	8	10	-9	1	-24	-3	0	1	-2	8	1
COc1ccc(C2=CCN3CCCCC3C2)c(-c2ccc(OC)c(OC)c2)c1 (stereo unspecified)	-37	-23	-6	-12	-40	-10	0	-3	17	-12	-14
CCOC(=O)Cc1csc(SCC(=O)/C(C#N)=C(\C)N)n1	5	6	-1	3	14	-4	-5	-5	-11	3	-3
CN(C)Cc1ccccc1-c1cccc2nccn12	-16	-13	-1	1	-2	-14	·	·	1	10	-20

Assay outcomes (PubChem)
